# CCHFV vOTU inh – CCHFV vOTU protease inhibition | Pep-AMC fluorescence | inhibition, % at 11.5 µM | 0.55% of 370,000 active | AID 651958; in the data active = inhibition above about 30%; note: 0% = vehicle wells with enzyme and 100% = no enzyme wells
# BoNT-A LC inh2 – blocks Botulinum neurotoxin A light chain protease. multiplex microsphere protease substrate cleavage, flow cytometry. inhibition, % at 10 µM. 0.17% of 360,000 active. AID 588499; note: plate controls were buffer without enzyme for full effect and enzyme alone for no effect
# Y pestis TopoI – Y. pestis Topo-I inhibition via cleavage products; Y. pestis Topo-I cleavage product accumulation, plate reader; activity, % at 10 µM; 0.064% of 360,000 active; in the data active = activity above about 50%, passing the limit was not always enough; inconclusive = no clear call, values can overlap the other calls; note: inactives centre near 2
# DUSP3 inh – DUSP3 (human) phosphatase inhibition; recombinant VHR phosphatase, pNPP absorbance; inhibition, % at 13.3 µM; AID 1654; 0.52% of 290,000 active; in the data active = inhibition above about 50%; note: some compounds called inactive have numbers as strong as hits
# Anthrax LF inh2 – blocks Bacillus anthracis lethal factor protease. multiplex microsphere protease cleavage assay, LF. P15917. 0.12% of 360,000 active. inhibition, % at 10 µM; note: plate controls were buffer without enzyme for full effect and enzyme alone for no effect
# Vc quorum ag – induces V. cholerae light production without autoinducers; V. cholerae BH1578 lux reporter, luminescence, 6 h; activation, % at 18.7 µM; 0.16% of 350,000 active; AID 588436; in the data active = activation mostly above about 9.7%, no sharp cut-off; inconclusive = no clear call, values can overlap the other calls; inactive = mostly below about 3.7%; note: not every result past the cut was called active; inactives centre near 0; reference of the scale not given here
# PfHsp40 yeast – restores yeast growth despite PfHsp40 toxicity. 0.68% of 340,000 active. growth rescue, % at 12.5 µM. S. cerevisiae expressing PfHsp40, growth rescue, ATP luminescence. AID 504582; in the data active = growth rescue above about 28%, passing the limit was not always enough; inconclusive = no clear call, values can overlap the other calls;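 note: yeast W303a lacking pdr1 and pdr3 grown in galactose medium; growth measured after three days at 30 °C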
# SARS 3CLpro inh – SARS-CoV 3CLpro protease inhibition; 0.14% of 290,000 active; inhibition, % at 6 µM; recombinant SARS-CoV 3CLpro, quenched FRET peptide cleavage; P0C6X7; AID 1706; in the data active = inhibition above about 12%
# PriA SSB inh – K. pneumoniae PriA-SSBct interaction inhibition; AlphaScreen SSBct-PriA binding, biotinylated peptide; inhibition, % at 33 µM; 0.6% of 430,000 active; in the data active = inhibition mostly above about 37%, no sharp cut-off; inactive = mostly below about 20%;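 note: plate controls were negative control peptide for no effect and reference peptide for full effect; strong numbers were not always called active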
# TcdB GH inh – inhibitors of Clostridioides difficile toxin B glycohydrolase. P18177. TcdB glycohydrolase enzymatic assay, plate reader. 0.24% of 350,000 active. inhibition, % at 9.99 µM; in the data active = inhibition above about 10%
# Target sequence (P18177 whole entry, looked up): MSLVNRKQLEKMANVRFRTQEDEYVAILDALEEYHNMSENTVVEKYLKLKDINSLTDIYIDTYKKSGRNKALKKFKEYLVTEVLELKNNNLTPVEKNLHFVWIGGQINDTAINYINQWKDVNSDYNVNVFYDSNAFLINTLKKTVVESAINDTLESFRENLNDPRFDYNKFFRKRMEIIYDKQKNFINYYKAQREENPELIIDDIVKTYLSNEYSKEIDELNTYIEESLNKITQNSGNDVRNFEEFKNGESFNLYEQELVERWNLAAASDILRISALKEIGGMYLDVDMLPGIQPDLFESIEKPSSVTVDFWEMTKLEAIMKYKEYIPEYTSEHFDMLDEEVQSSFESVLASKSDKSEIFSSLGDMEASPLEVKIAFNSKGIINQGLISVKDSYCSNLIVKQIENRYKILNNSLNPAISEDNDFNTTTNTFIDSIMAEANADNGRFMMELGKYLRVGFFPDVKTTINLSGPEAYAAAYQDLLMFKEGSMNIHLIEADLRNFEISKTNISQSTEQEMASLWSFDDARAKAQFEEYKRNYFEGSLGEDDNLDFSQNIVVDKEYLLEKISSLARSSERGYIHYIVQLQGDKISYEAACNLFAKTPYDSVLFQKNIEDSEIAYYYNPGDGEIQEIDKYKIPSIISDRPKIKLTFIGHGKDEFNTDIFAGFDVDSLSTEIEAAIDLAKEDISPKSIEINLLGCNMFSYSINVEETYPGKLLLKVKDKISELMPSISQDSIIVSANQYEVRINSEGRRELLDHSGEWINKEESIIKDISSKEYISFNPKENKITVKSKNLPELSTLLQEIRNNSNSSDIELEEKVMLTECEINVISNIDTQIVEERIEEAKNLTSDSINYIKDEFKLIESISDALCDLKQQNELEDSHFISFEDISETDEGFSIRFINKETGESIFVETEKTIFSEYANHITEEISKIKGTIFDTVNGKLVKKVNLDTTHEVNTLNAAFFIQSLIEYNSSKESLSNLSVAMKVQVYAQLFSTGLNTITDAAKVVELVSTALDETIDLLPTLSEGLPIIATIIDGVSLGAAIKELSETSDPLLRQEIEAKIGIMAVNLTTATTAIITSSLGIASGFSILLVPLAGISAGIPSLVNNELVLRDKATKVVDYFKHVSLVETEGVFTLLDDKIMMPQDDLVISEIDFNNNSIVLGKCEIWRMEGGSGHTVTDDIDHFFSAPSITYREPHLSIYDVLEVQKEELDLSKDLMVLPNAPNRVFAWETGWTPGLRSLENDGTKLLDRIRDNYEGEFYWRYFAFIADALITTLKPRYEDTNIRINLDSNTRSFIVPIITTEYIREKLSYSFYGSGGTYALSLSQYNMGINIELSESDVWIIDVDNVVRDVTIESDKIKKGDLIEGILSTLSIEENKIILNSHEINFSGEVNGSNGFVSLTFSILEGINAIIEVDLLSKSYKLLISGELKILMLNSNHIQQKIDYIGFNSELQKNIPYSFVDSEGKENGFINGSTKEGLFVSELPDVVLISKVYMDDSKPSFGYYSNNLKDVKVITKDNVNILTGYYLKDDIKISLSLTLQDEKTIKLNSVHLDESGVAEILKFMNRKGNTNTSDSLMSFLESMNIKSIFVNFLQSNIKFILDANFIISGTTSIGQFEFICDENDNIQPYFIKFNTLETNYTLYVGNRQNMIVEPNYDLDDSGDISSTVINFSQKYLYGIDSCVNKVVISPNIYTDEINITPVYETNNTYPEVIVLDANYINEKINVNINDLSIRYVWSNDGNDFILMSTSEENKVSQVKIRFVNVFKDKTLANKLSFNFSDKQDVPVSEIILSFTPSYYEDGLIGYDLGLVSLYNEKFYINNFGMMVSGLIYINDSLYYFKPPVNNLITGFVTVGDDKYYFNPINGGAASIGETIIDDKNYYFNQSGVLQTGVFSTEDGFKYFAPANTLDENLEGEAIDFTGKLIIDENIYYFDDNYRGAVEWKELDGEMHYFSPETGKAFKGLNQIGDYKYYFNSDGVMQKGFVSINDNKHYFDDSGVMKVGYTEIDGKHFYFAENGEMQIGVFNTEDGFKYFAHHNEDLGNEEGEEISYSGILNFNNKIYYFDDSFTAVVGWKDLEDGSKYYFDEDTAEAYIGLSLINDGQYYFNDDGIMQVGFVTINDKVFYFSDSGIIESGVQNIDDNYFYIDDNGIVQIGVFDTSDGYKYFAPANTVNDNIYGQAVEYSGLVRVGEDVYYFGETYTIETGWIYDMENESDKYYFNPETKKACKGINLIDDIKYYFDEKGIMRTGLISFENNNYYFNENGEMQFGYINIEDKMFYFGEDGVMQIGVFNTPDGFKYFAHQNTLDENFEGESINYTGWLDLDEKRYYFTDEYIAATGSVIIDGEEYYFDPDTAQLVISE
# * = called active by the depositor; i = inactive; ? = inconclusive; . = no result given; & = joins results of further samples. Cut-off read from the data, not from the text of the source, unless noted: active = inhibition above about 30%; inconclusive = no clear call, values can overlap the other calls; inactive = below that. These rows are one share of the data; rates above refer to the full screens.
SMILES,CCHFV vOTU inh,BoNT-A LC inh2,Y pestis TopoI,DUSP3 inh,Anthrax LF inh2,Vc quorum ag,PfHsp40 yeast,SARS 3CLpro inh,PriA SSB inh,TcdB GH inh
COc1cc(OC)cc(-c2nc(-c3ccccc3)no2)c1,7,-0.4,8,1,-5,6.3,-0.1,3,-12,.
O=c1[nH]c2ccc(NC(=S)NCCc3ccccc3)cc2[nH]1,-1,-0.2,-1,26,4,i,-1.7,4,-7,-0.1
CNC(=O)C[C@H]1C(=O)N(c2ccc(Br)cc2)C[C@@H]1CSC,-10,-0.2,3,.,6,-0.6,.,.,.,1.0
c1cc(-c2ccsc2)n2cnnc2c1,8,-0.5,4,.,-11,-0.3,.,.,.,0.9
O=C(CSCc1ccccc1Cl)Nc1ccc(C(=O)O)cc1,-3,-1.0,-3,2,-6,1.6,-0.4,-3,-4,-0.5
Cc1cc(C)c(-c2cc(NC(=O)CSc3nncn3C)n(-c3ccccc3)n2)cc1C,6,0.3,27,37,-3,.,-1.2,1,7,0.4
O=C(OCC(=O)N1CCN(S(=O)(=O)c2ccccc2)CC1)c1ccc([N+](=O)[O-])o1,-4,-0.8,-11,10,-2,2.1,0.4,0,-15,1.1
COCCN1CC(=O)N2C(c3cccc(OC)c3)c3[nH]c4ccccc4c3C[C@H]2C1=O (some centres not stated),0,-1.7,4,7,-15,1.1,-2.0,7,13,0.0
Cc1onc(-c2c(Cl)cccc2Cl)c1C(=O)NC(C)(C)CO,4,0.5,0,26,-2,i,0.5,3,-4,.
O=S(=O)(NCC(c1ccco1)N1CCc2ccccc2C1)c1ccc(Br)cc1 (configuration not stated),0,.,39,.,.,-0.2,-0.6,.,-19,1.4
CC(C)NC(=O)c1cc2c(C(F)(F)F)nn(C)c2s1,2,0.5,-2,14,-1,i,-0.3,-10,-4,.
Cc1ccc(CNC(=O)CCn2cc(-c3ccc(F)cc3)nc2-c2ccncc2)cc1,0,-0.4,28,.,-12,-0.6,-0.8,.,12,1.1
CN(C)CCCNCCCNC(=O)/C(=N\O)c1ccccn1,-8,?,-6,13,0,i,-0.6,0,.,.
O=C(Nc1cccc([N+](=O)[O-])c1)Nc1cccs1,-1,-0.6,-14,24,-7,-0.7,-0.4,5,9,0.6
Cn1c(N2CCN(c3ccccn3)CC2)nc2c1c(=O)n(Cc1ccccc1Cl)c(=O)n2C,3,-0.3,-5,.,1,-0.3,-1.4,-7,-13,.
Cc1ccc(/C=N/NC(=O)Cc2ccc(Cl)cc2)s1,25,2.5,-2,6,0,i,-0.8,10,.,-0.2
CCCn1c(N)c(N(CCOC)C(=O)CSc2c(Cl)cccc2Cl)c(=O)[nH]c1=O,-7,0.2,0,.,-7,-0.8,0.0,.,1,0.4
O=C(Nc1ccc(C(F)(F)F)cc1)c1ccccc1,6,0.0,-4,.,-12,-8.1,-1.1,.,-10,0.3
CCn1cc(C2=NC(CCSC)CO2)c2ccccc21 (configuration not stated),-8,-0.7,5,4,-4,-0.5,-0.9,0,10,2.6
Cc1ccc(CNC(=O)CSc2nnc3c(n2)[nH]c2ccccc23)cc1,10,-1.0,2,7,7,i,-0.7,5,0,0.6
CC(C)Oc1cc(F)ccc1-c1cc(C(=O)Nc2cccc(C(F)(F)F)c2)[nH]n1,24,0.1,-6,.,-2,i,.,.,.,0.2
CCCNC(=O)c1cc(C2CCCN(C(=O)c3ccc4ccccc4c3)C2)on1 (configuration not stated),1,0.2,24,.,-1,-9.5,.,.,.,0.9
O=[N+]([O-])c1cc([N+](=O)[O-])c2cc3ccccc3nc2c1,6,4.9,-8,10,-31,-0.5,0.6,-2,-1,-0.7
COc1ccccc1N(CCC#N)C(=O)COC(=O)CCC(=O)c1ccc(F)cc1,14,.,8,.,.,-0.3,-1.1,.,-11,0.9
Cc1sc2nc(CN3CCN(c4ccc(O)cc4)CC3)[nH]c(=O)c2c1C,8,-0.9,-7,21,-5,i,5.8,3,2,0.1
Cc1ccc2nc(-c3ccc(NC(=O)COC(=O)c4cncc(Br)c4)cc3)sc2c1,-34,2.6,-2,1,1,-0.3,4.6,0,-16,0.9
Cc1ccc(NC(=O)C(C)OC(=O)c2ccc(Cl)nc2)cc1S(=O)(=O)N1CCOCC1 (configuration not stated),-9,0.7,4,.,4,i,-0.3,.,-1,-2.0
C[C@@H]1O[C@@H](O[C@H]2[C@H](Oc3cc(O)c4c(c3)OC(c3ccc(O)cc3)CC4=O)O[C@H](CO)[C@@H](O)[C@@H]2O)[C@H](O)[C@H](O)[C@H]1O (some centres not stated),-4,-0.1,1,.,-3,-3.8,0.1,.,-9,1.2
Cc1cccc(/C(N)=N/OC(=O)CCC2CCCCC2)c1,9,-3.1,1,-16,1,-0.1,0.0,7,.,.
Cc1ccc(NNC(=O)c2c(F)cccc2Cl)cc1C,-6,-0.6,-1,-3,-9,-0.6,0.1,6,2,3.7
CC(=O)NS(=O)(=O)c1ccc2c(c1)Cc1cc(S(=O)(=O)NC(C)=O)ccc1-2,8,.,5,0,.,i,-1.8,2,-20,0.6
Clc1nc2ccccc2nc1-c1ccccc1,-8,0.1,-3,-12,2,-2.3,-0.1,-1,-17,0.6
Nc1ccccc1SCC(=O)Nc1nccs1,-12,-0.8,8,13,-6,-0.3,-1.6,-2,5,1.1
COc1ccccc1NS(=O)(=O)c1ccc(S(=O)(=O)N2CCOCC2)cc1,-11,-0.6,-5,8,2,i,2.2,0,1,-0.1
O=C(O)c1ccc(Cn2c(SCc3cc(=O)n4cc(Br)ccc4n3)nc3ccsc3c2=O)cc1,8,.,.,-21,.,.,.,5,.,1.0
O=C(NCc1ccco1)/C(=C\c1cccs1)NC(=O)c1cccs1,-8,-0.4,3,29,-2,-0.4,1.7,2,-3,0.8
COC(=O)c1ccccc1SC(CC(=O)c1ccccc1)c1ccc(F)cc1 (configuration not stated),-6,-0.1,-4,-16,11,i,1.1,-2,-4,1.3
Cc1ccc(CNc2ccc(N3CCOCC3)cc2)cc1,-4,-0.4,-4,5,-7,-0.2,0.3,2,40,-25
C=CCn1c(COc2cccc3ccc(C)nc23)nnc1SCC(=O)OC,10,0.3,2,11,4,i,7.6,2,-3,.
COc1ccc(OCCN2C(=O)NC(C)(c3ccc(C)cc3)C2=O)cc1 (configuration not stated),1,-0.9,11,4,-5,-0.2,-0.9,-1,-11,.

# Two entries picked at random from those above, as already listed:
SMILES,CCHFV vOTU inh,BoNT-A LC inh2,Y pestis TopoI,DUSP3 inh,Anthrax LF inh2,Vc quorum ag,PfHsp40 yeast,SARS 3CLpro inh,PriA SSB inh,TcdB GH inh
Nc1ccccc1SCC(=O)Nc1nccs1,-12,-0.8,8,13,-6,-0.3,-1.6,-2,5,1.1
O=C(O)c1ccc(Cn2c(SCc3cc(=O)n4cc(Br)ccc4n3)nc3ccsc3c2=O)cc1,8,.,.,-21,.,.,.,5,.,1.0

# In the list so far, these contain a CF3 group:
SMILES,CCHFV vOTU inh,BoNT-A LC inh2,Y pestis TopoI,DUSP3 inh,Anthrax LF inh2,Vc quorum ag,PfHsp40 yeast,SARS 3CLpro inh,PriA SSB inh,TcdB GH inh
CC(C)NC(=O)c1cc2c(C(F)(F)F)nn(C)c2s1,2,0.5,-2,14,-1,i,-0.3,-10,-4,.
O=C(Nc1ccc(C(F)(F)F)cc1)c1ccccc1,6,0.0,-4,.,-12,-8.1,-1.1,.,-10,0.3
CC(C)Oc1cc(F)ccc1-c1cc(C(=O)Nc2cccc(C(F)(F)F)c2)[nH]n1,24,0.1,-6,.,-2,i,.,.,.,0.2

# Additional results
SMILES,CCHFV vOTU inh,BoNT-A LC inh2,Y pestis TopoI,DUSP3 inh,Anthrax LF inh2,Vc quorum ag,PfHsp40 yeast,SARS 3CLpro inh,PriA SSB inh,TcdB GH inh
Cc1ccc(O)c(C2=NCCNC(C(F)(F)F)=C2)c1,5,?,2,6,-3,i,0.4,-1,-8,.
C#CCOc1nc(Nc2cccc([N+](=O)[O-])c2)nc(OCC#C)n1,-7,-0.4,-11,-12,1,-0.3,0.5,-4,-5,1.1
CC(NC(=O)C(NC(=O)C1CCCN1C(=O)OC(C)(C)C)C(C)C)C(N)=O (configuration not stated),1,0.1,-1,-9,1,i,-0.8,-2,-8,.
CCOC(=O)c1ccc(S(=O)(=O)N2CCN(C(=O)c3cc(=O)c4ccccc4o3)CC2)cc1,12,-0.6,36,22,2,-0.1,0.9,4,7,0.1
COC(=O)c1sccc1NC(=O)c1cc(OC)c(OC)c(OC)c1,-7,1.1,1,11,0,-1.7,-0.6,2,-33,.
COc1ccc(C(=O)C[n+]2cn(C(F)F)c3ccccc32)c(F)c1,-13,-0.2,8,24,-2,-0.3,0.6,4,-8,1.1
CC(C)C(=O)N1CCN(c2ccc(NC(=S)NC(=O)c3cc4ccccc4o3)cc2)CC1,-5,-1.2,1,-3,-1,-0.4,-0.4,1,-4,-0.6
CC(=O)c1ccc(N2CCC(c3cc(-c4ccc(Cl)cc4)n[nH]3)CC2)c([N+](=O)[O-])c1,.,-2.4,3,21,-16,-0.3,6.4,0,21,.
Cc1ccccc1CC(=O)NC1CCCc2ccccc21 (configuration not stated),-9,-2.5,-7,-8,9,-0.4,-0.2,1,9,0.1
COc1cccc(C(=O)Nc2sc3c(c2C#N)CCN(C(C)=O)C3)c1,-1,0.2,-9,-5,1,-0.3,-1.1,3,6,0.0
N/C(=N\OC(=O)c1cc(Cl)ccc1Cl)c1ccccn1,21,0.1,7,8,-1,i,0.4,1,.,1.1
CC/C(O)=C1\C(=O)CCCC1=NCc1nc2ccccc2[nH]1,-4,0.0,-2,-16,4,-0.3,0.0,4,.,-0.8
CC(C)(C)OC(=O)N1CCN(c2ccc([N+](=O)[O-])cc2)CC1,-5,-0.2,-3,18,-6,-0.9,-0.1,-1,-4,-0.3
O=C(O)CSc1nnnn1-c1ccccc1,-1,-0.4,5,28,1,-2.1,-1.3,3,-6,.
COc1ccc(Cl)cc1NC(=O)c1cccc(-n2cnnn2)c1,-4,2.3,-13,.,2,i,.,.,-3,0.2
O=C(Oc1ccc(Br)cc1C(=S)N1CCCCC1)c1cc([N+](=O)[O-])cc([N+](=O)[O-])c1,.,0.1,-13,19,2,0.8,-0.9,2,9,.
CCNC(=S)N1CCC(NC(=O)C2CCCCC2)CC1,9,-1.0,-14,40,-1,-3.2,1.0,0,1,.
O=C(Nc1ccc(F)c(F)c1)c1ccccc1-c1ccccc1,7,-1.0,-2,18,-2,i,1.2,3,-15,.
NC(=O)c1nccc2ccccc12,-8,0.2,0,.,6,i,-0.1,.,-11,1.6
Cc1ccccc1NC(=S)NCCc1c[nH]c2ccccc12,-7,-0.4,-1,5,-1,0.7,0.6,-2,13,2.0
CCCC(=O)NC(c1ccco1)c1cc([N+](=O)[O-])c2cccnc2c1O (configuration not stated),26,-1.1,-11,-3,0,-0.2,0.2,4,80,1.5
O=C1CCCC(O)=C1N=Nc1ccc2ncsc2c1,13,-1.1,-1,10,0,-0.3,-0.2,-7,5,0.9
CCOc1cc(CN2CCCCCC2)ccc1OC,-2,1.1,6,57*,2,-2.1,-1.5,0,-2,-3.5
CCN(CC(=O)Nc1ccccc1OC)C(=O)c1ccc(NC(=O)c2cccs2)cc1,13,0.3,5,.,-2,-1.6,1.5,.,-5,0.8
c1cnc(N2CCN(Cc3ccc4c(c3)OCO4)CC2)cn1,-4,-0.6,5,13,-5,-2.8,0.5,-2,5,-1.1
O=C(O)Cc1ccc(O)cc1,-1,0.0,-8,.,-2,-0.2,1.2,.,-2,0.6
C[C@H](CO)N1C[C@H](C)[C@@H](CN(C)C(=O)Nc2ccccc2)Oc2ccc(NC(=O)Cn3cnnn3)cc2C1=O,-6,-1.1,-2,.,-3,i,-0.6,.,-5,0.1&-1.0
COc1ccc(CCNC(=O)CCCOc2ccc(C)cc2)cc1OC,-3,0.0,-9,-10,2,0.3,0.3,-5,7,.
